Source: PubChem BioAssay (Small Molecule Screening Facility, UW Madison)
SSB-PriA inh – inhibitors of Klebsiella pneumoniae PriA binding to SSB C-terminal tail, primary screen, biochemical, AlphaScreen | AID 1272365, 2023 | AlphaScreen SSBct-PriA binding, biotinylated peptide | PriA–SSB C-terminal tail interaction (Klebsiella pneumoniae) | hit rate 0.6% among 430,000 | inhibition, % at 33 µM; in the data active = inhibition mostly above about 37%, no sharp cut-off; inactive = mostly below about 20%;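 note: plate controls were negative control peptide for no effect and reference peptide for full effect; strong numbers were not always called active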
* marks the source's active call; other numbers are inactive results; & = joins results of further samples. An excerpt, so the mix of outcomes need not match the whole.

SMILES | SSB-PriA inh
Cc1cc(C)nc(NN)n1 | -29
COc1ccc(OC)c2sc(N(CCN(C)C)C(=O)COc3ccc(Cl)cc3)nc12 | 9
Nc1c(S(=O)(=O)c2ccccc2)c2nc3ccccc3nc2n1N=Cc1ccco1 | -6
CCCc1c(C(=O)Nc2c(C)cccc2CC)nnn1-c1ccc(OC)cc1 | -9
O=S(=O)(c1ccc(OC(F)(F)F)cc1)N1CCC(Oc2ncccc2Cl)CC1 | -4
O=C(CSC1=NS(=O)(=O)c2cc(Cl)ccc2N1)NC[C@H]1CCCO1 | -5
COc1ccccc1OCC(=O)N(CCc1cccs1)Cc1ccco1 | 20
CC(C)Oc1ccc(C(=O)NNC(=O)c2cccn(Cc3ccc(F)cc3)c2=O)cc1 | -7
Cc1cc(NC(=O)CSc2nc3c(cnn3-c3ccc(S(N)(=O)=O)cc3)c(=O)[nH]2)no1 | -4
CC[C@@H](CO)Nc1ncnc2c1cnn2-c1ccc(Cl)c(Cl)c1 | -11
C#CCn1c(=NC(=O)c2ccn(CC)n2)sc2cc3c(cc21)OCCO3 | -9
COc1ccccc1-n1ncc2c(C)nnc(SCC(=O)Nc3ccc(F)cc3F)c21 | -6
Cc1c(Cl)cccc1NC(=O)C(=O)NCc1ccc([C@@H](O)c2ccco2)s1 | -2
COc1ccc(CC(C)=NNC(=S)Nc2ccc(C(C)C)cc2)cc1 | 0
O=C(C1CC1)N1CCc2ccc(NS(=O)(=O)c3ccc(Cl)s3)cc21 | 12
CSc1ccccc1C(=O)NCCS(=O)(=O)N1CCN(c2ncccn2)CC1 | -1
CS(=O)(=O)N1CCC[C@H](C(=O)Nc2nc3c(s2)CCCC3)C1 | 1
Cn1nc(C(=O)NCc2cccnc2)ccc1=O | -4
Cc1ccc(S(=O)(=O)Oc2cccc3ccc(C)nc23)c(C)c1 | -7
O=C(NCCCN1CCOC(c2ccccc2)C1)C(=O)Nc1ccccc1 (configuration not stated) | -8
COc1ccccc1-n1ncc2c(C)nnc(SCC(=O)Nc3ccc4c(c3)OCO4)c21 | 8
CCS(=O)(=O)Nc1ccccc1-c1nc2ccccc2[nH]c1=O | 4
O=C(Nc1nnc(-c2ccc3c(c2)OCO3)o1)c1ccno1 | -24
Nc1nc(SCC(=O)Nc2nccs2)[nH]c(=O)c1NC(=O)c1ccco1 | -17&0
C#CCn1c(=NC(=O)c2ccnn2C)sc2cc(C)ccc21 | -1
Cc1ccsc1C1C2=C(COC2=O)Nc2c1c(=O)[nH]c(=O)n2CC(C)C (configuration not stated) | -7
Cc1ccc2nc(NC(=O)CCCn3nc(-c4ccco4)ccc3=O)sc2c1 | -2
COc1cccc(-c2c(C(=O)NN=C(C)c3ccncc3)nnn2-c2nonc2N)c1 | -4
C=CCOc1ccc(C=NNC(N)=S)cc1 | 23
O=S(=O)(C1CC1)N1CCC(Cn2cccn2)CC1 | 4
Cc1cc(NS(=O)(=O)c2ccc(NC(=O)c3cc4c(=O)n5cccc(C)c5nc4s3)cc2)nc(C)n1 | 4
O=c1ccc(-c2ccccc2)nn1CCN1CCN(S(=O)(=O)c2ccccc2C(F)(F)F)CC1 | -10
NC(=NNC(=O)c1ccccc1Cl)c1cc2ccccc2oc1=O | -4
CSc1ccccc1NC(=O)C1CCCCN1S(C)(=O)=O (configuration not stated) | -3
O=C([C@H]1CCCN(c2cc(-n3cccn3)ncn2)C1)N(Cc1ccccc1)c1ccccn1 | 5
CC(C)c1ccc(NC(=O)Cn2nc(-c3ccccc3)c3sc(N4CCOCC4)nc3c2=O)cc1 | -17
Oc1ccccc1C=NNc1cc(N2CCCC2)nc(N2CCCC2)n1 | 29
Cc1[nH]c2ccccc2c1C=NNc1ccccc1[N+](=O)[O-] | 7
COc1ccc(C(=S)N2CCN(C(=S)c3ccccn3)CC2)cc1 | -7
Cc1sc(NN=Cc2ccco2)nc1-c1ccccc1 | 17

Some values from the entries so far.
CC(C)c1ccc(NC(=O)Cn2nc(-c3ccccc3)c3sc(N4CCOCC4)nc3c2=O)cc1 in SSB-PriA inh: -17
COc1ccc(C(=S)N2CCN(C(=S)c3ccccn3)CC2)cc1 in SSB-PriA inh: -7
O=c1ccc(-c2ccccc2)nn1CCN1CCN(S(=O)(=O)c2ccccc2C(F)(F)F)CC1 in SSB-PriA inh: -10
CSc1ccccc1NC(=O)C1CCCCN1S(C)(=O)=O (configuration not stated) in SSB-PriA inh: -3
Cc1[nH]c2ccccc2c1C=NNc1ccccc1[N+](=O)[O-] in SSB-PriA inh: 7
Cc1cc(NS(=O)(=O)c2ccc(NC(=O)c3cc4c(=O)n5cccc(C)c5nc4s3)cc2)nc(C)n1 in SSB-PriA inh: 4
Oc1ccccc1C=NNc1cc(N2CCCC2)nc(N2CCCC2)n1 in SSB-PriA inh: 29

(further entries)
SMILES | SSB-PriA inh
COc1ccc(S(=O)(=O)NCC2CCN(Cc3cccs3)CC2)cc1Cl | -1
CS(=O)(=O)c1ccc(Nc2nc(CC(=O)N3CCCC3)cs2)cc1 | -9
C(=N/Nc1nnc(-c2ccccc2)c(-c2ccccc2)n1)/c1ccncc1 | -7
Cn1nccc1C(=O)Nc1nnc(-c2ccc3c(c2)OCCO3)o1 | 4
Cc1cccc(CCC(=O)NC2CCC(Oc3ncccn3)CC2)c1 (configuration not stated) | -12
COC(CNC(=O)c1ccc(S(=O)(=O)N(C)C)cc1)c1ccc(Cl)s1 (configuration not stated) | -21
Cc1noc(-c2ccc(N3CCC[C@H](C(=O)N4CCc5ccccc54)C3)nc2)n1 | -9
CN(CC(=O)NCC#CCOc1cccc(C(F)(F)F)c1)S(C)(=O)=O | -11
CCC(C(=O)N1C[C@H]2C[C@H](C1)c1cccc(=O)n1C2)c1ccccc1 (some centres not stated) | 4
O=C(COc1ccc2ccccc2c1)NC[C@@H](c1cccs1)N1CCc2ccccc21 | -1
CCCCC1CCC(C(N)=NO)CC1 (configuration not stated) | -10
NS(=O)(=O)c1ccc(CCNC(=O)c2[nH]c3ccccc3c2NC(=O)c2ccc(Cl)cc2)cc1 | 17
COc1ccc2nc(-c3ccc(NS(=O)(=O)c4cc(Cl)ccc4OC)cc3)cn2n1 | -4&0
Cn1c(=O)c2c(ncn2CC(=O)N2CC(Oc3nccs3)C2)n(C)c1=O | -13
C=CCN1CC(C(=O)O)CC1=O (configuration not stated) | -2
CC(C)(Oc1ccc(Cl)cc1)C(=O)NCCc1nc2c(c(C(F)(F)F)n1)CCCC2 | 3
CC(C)S(=O)(=O)c1ccc(CC(=O)N2CCC(Oc3cnccn3)C2)cc1 (configuration not stated) | -6
CC1=C(C)CS(=Nc2ccc([N+](=O)[O-])cc2)N(S(=O)(=O)c2ccccc2)C1 (configuration not stated) | -10
O=C(NCC1COC2(CCCC2)O1)c1cccs1 (configuration not stated) | 1
O=C(c1ccc(=O)[nH]n1)N1CCSC(c2ccccc2F)CC1 (configuration not stated) | -7
O=C(NCCN1CCN(c2ccccc2F)CC1)c1cccs1 | -9
O=C(NCC1(O)CCCC1)c1c(F)cccc1Cl | -9
CCOc1ccc(NC(=O)CC(N)=NO)cc1 | 0
COc1ccc(NS(=O)(=O)c2ccc(NN=Cc3ccc(N4CCOCC4)cc3)c([N+](=O)[O-])c2)cc1 | 17
COc1ccc(C[C@](C)(O)CNS(=O)(=O)c2cccs2)cc1 | -17
COc1ccc(C=NNC(=O)c2cc3c(ccc4ccccc43)o2)cc1O | 14
O[C@H](CN1CCN(c2ccccc2Cl)CC1)Cn1c2ccccc2c2ccccc21 | -13
Cc1cc(C)cc(-n2ccnc2SCC(=O)NO)c1 | 8
Cc1nn(Cc2ccc(Cl)cc2)c(Cl)c1C=NNC(=O)c1cccnc1 | 1
Cc1ccc(C)c(NC(=O)CCC(=O)NN=Cc2ccc3c(c2)OCO3)c1 | 2

Random excerpt: five compounds from above
SMILES | SSB-PriA inh
COc1ccc(C[C@](C)(O)CNS(=O)(=O)c2cccs2)cc1 | -17
Cc1cc(C)cc(-n2ccnc2SCC(=O)NO)c1 | 8
Cc1ccc(C)c(NC(=O)CCC(=O)NN=Cc2ccc3c(c2)OCO3)c1 | 2
Cc1nn(Cc2ccc(Cl)cc2)c(Cl)c1C=NNC(=O)c1cccnc1 | 1
O[C@H](CN1CCN(c2ccccc2Cl)CC1)Cn1c2ccccc2c2ccccc21 | -13

(list continues)
SMILES | SSB-PriA inh
CC(=O)Nc1ccc(NC(=O)C(=O)NCC(c2ccc3c(c2)CCCN3C)N2CCCC2)cc1 (configuration not stated) | -4
Cc1cc(NC(=O)c2cn(-c3cccc(Cl)c3)nn2)ccc1Br | -25
Cc1cccc(NC(=O)C2CCc3nc[nH]c3C2)n1 (configuration not stated) | -12
CCn1c(=NC(=O)c2ccnn2C)sc2cc(Cl)ccc21 | 9
O=C(NNc1nc(-c2ccccc2)c2cc(Br)ccc2n1)c1cccs1 | -10
CC(C)(C)CC(C)(C)c1ccc(OCC(=O)Nc2nccs2)cc1 | -1&7
COc1ccc2cc(C(=O)N3CCC4(CC3)OCCS4)[nH]c2c1 | -2
Cc1cc(C(=O)N(CCn2cccn2)c2nc3c(Cl)cccc3s2)no1 | 0
Cc1ccc(NCC(=O)NN=Cc2cccc(Oc3ccccc3)c2)cc1 | -9
CCN(CC)C(=O)CSc1nc(N)cc(=O)[nH]1 | -16
COc1ccccc1CNC(=O)CCCSc1ccc(NC(=O)c2cccs2)nn1 | -23&-4
Cn1cccc(C(=O)N2CCC(Oc3ccc(C(F)(F)F)cn3)CC2)c1=O | -7
Cc1ccc(Cl)cc1-n1c(=O)cc(N2CCN(c3ccc(F)cc3)CC2)[nH]c1=O | -3
CCCN1CCCc2cc(CCNC(=O)C(C)C)ccc21 | 59
COc1ccc(C)cc1-n1ccnc1SCC(=O)Nc1nccs1 | 1
COc1ccc(NC(=O)Cn2c(=O)n(C3CC3)c(=O)c3nscc32)cc1Cl | 4
Cc1cc(N2CCN(CCOc3cccc4ccccc34)CC2)n2ncc(-c3ccccc3)c2n1 | -23
Cc1cc(OC2CCN(C(=O)Cn3cc(-c4ccc(F)cc4)cn3)C2)cc(=O)o1 (configuration not stated) | 21
CCOc1cc(/C=C2/SC(=S)N(NC(=O)c3ccc(C)cc3C)C2=O)ccc1O | 10
COC(=O)c1ccccc1NC(=O)c1csc2nc(-c3ccc(OC)cc3)cn12 | -1
Cn1cccc1C(O)CCNS(=O)(=O)CCc1ccccc1 (configuration not stated) | -10
N#Cc1cccnc1N1CCC(CNC(=O)c2ccc(Br)o2)CC1 | 1
COc1cccc(CNC(=O)C(=O)NCC2(c3ccccc3)CCOCC2)c1 | 1
O=C(Cc1csc(NC(=O)c2ccc(Cl)cc2)n1)NCc1cccs1 | -2
Cc1cc(C)nc(NS(=O)(=O)c2ccc(NC(=O)c3ccccc3-c3ccc(C(F)(F)F)cc3)cc2)n1 | -1
O=C(c1ccccc1Br)N1CCC[C@H](Cc2nc(C3CC3)no2)C1 | 9
Cc1ccc(C)c2c1sc(=NC(=O)c1ccc(S(C)(=O)=O)cc1)n2C | 10
CCn1c(C)nc2cc(C(=O)NN=Cc3ccc(O)c(O)c3O)ccc21 | 25
O=C(Cc1csc(Nc2ccc(F)cc2)n1)NC1CCCCC1 | -9
COC(=O)CCCN(C)S(=O)(=O)c1ccc2c(c1)C(=O)c1ccccc1C2=O | 31
Cc1ccsc1C(O)CNC(=O)Nc1cccs1 (configuration not stated) | -4
O=C(CN1CCN(Cc2nc3ccccc3[nH]2)CC1)N1CCC(Cc2ccccc2)CC1 | 0
Cc1cc(C)n2nc(C(=O)N3CCCC(Cc4nc(C5CC5)no4)C3)nc2n1 (configuration not stated) | -22
Cc1nn(C)c(C)c1C(=O)NCCn1ccc(-c2ccsc2)n1 | -2
Cc1noc(C)c1C(=O)N1CCC[C@H](Cc2nc(-c3ccsc3)no2)C1 | -1
CC(=O)N1CCc2ccc(NS(=O)(=O)c3ccc(F)c(C)c3)cc2C1 | -3
COc1ccc(CCC(=O)N2CCN(C(=O)c3cnn4ccccc34)CC2)cc1 | -9
COC(=O)CSC1CCNC1 (configuration not stated) | 1
Cc1nc(N2CCN(c3ccccc3F)CC2)c2c3c(sc2n1)CCCC3 | -5
COc1ccc(CC(=O)N2CC(c3nc(-c4cccc(C(F)(F)F)c4)no3)C2)cc1OC | -6

For convenience, some entries already given.
SMILES | SSB-PriA inh
Cc1noc(C)c1C(=O)N1CCC[C@H](Cc2nc(-c3ccsc3)no2)C1 | -1
CC(=O)N1CCc2ccc(NS(=O)(=O)c3ccc(F)c(C)c3)cc2C1 | -3
COc1ccc(CCC(=O)N2CCN(C(=O)c3cnn4ccccc34)CC2)cc1 | -9
COC(=O)CSC1CCNC1 (configuration not stated) | 1
Cc1nc(N2CCN(c3ccccc3F)CC2)c2c3c(sc2n1)CCCC3 | -5
COc1ccc(CC(=O)N2CC(c3nc(-c4cccc(C(F)(F)F)c4)no3)C2)cc1OC | -6

(further entries)
SMILES | SSB-PriA inh
O=C(NC1CCN(c2nccs2)CC1)c1ccc2cc[nH]c2c1 | 6
O=C(NN=Cc1cc(Cl)ccc1O)c1cccnc1 | 3
O=C(NCCn1nc(-n2cncn2)ccc1=O)c1cnn(-c2ccccc2)n1 | 14
O=C(NCc1cncc(-c2ccsc2)c1)c1ccccc1Cl | -7
Cc1ccc(NC(=O)CN2C/C(=C3\SC(=S)N(C4CCCC4)C3=O)c3ccccc32)c(C)c1 | -24
Cc1cc(=O)c2cccc(C(=O)O)c2[nH]1 | -16
Cn1ccc(C(=O)Nc2sc3c(c2C(N)=O)CCC3)n1 | 2
O=C(C1CC(=O)N(C2CCOCC2)C1)N1CCCC(Oc2cnccn2)C1 (configuration not stated) | -14
O=C1CN(C(=O)COc2ccc3ccccc3c2)C(c2ccc(F)cc2)c2cc(Cl)ccc2N1 (configuration not stated) | 22
Cc1ccc(NC(=O)C(=O)NC(C)C)cc1F | -5
O=C(Cc1cccs1)NC1CC(O)C(CO)C1 (configuration not stated) | -20
O=C(NN=Cc1cccnc1)c1ccc(Cl)c(Cl)c1 | -7
Cc1ccc(/C=C(\C#N)C(=O)Nc2sc3c(c2C(=O)OC(C)C)CCCC3)s1 | -6
